Glyco luc inh = blocks N-linked glycosylation in D54 reporter cells; 0.23% of 360,000 active; reporter increase, % at 12.5 µM; D54 ERlucT glycosylation luciferase reporter, 24 h; percent of 100 nM tunicamycin response;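 active means mean luciferase reporter signal, scaled so untreated is 0 and the glycosylation-blocking control 100, at or above a set limit in every replicate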;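 further: luciferase carries N-glycosylation sites so blocking glycosylation raises the light; 0% = median of neutral control wells and 100% = median of 100 nM tunicamycin wells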
MC4R antag cAMP = human MC4R antagonism in cAMP assay. 0.48% of 360,000 active. MC4R-expressing cells, MTII-stimulated cAMP, LANCE TR-FRET. inhibition, % at 6.5 µM. P32245;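 active means inhibition above its plate's cutoff, the mean of tested wells on that plate plus 3 SD, cut at about 29% in these data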;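 further: 0% = Melanotan II alone and 100% = Melanotan II plus saturating MCL0020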
Target sequence (P32245 whole entry, looked up): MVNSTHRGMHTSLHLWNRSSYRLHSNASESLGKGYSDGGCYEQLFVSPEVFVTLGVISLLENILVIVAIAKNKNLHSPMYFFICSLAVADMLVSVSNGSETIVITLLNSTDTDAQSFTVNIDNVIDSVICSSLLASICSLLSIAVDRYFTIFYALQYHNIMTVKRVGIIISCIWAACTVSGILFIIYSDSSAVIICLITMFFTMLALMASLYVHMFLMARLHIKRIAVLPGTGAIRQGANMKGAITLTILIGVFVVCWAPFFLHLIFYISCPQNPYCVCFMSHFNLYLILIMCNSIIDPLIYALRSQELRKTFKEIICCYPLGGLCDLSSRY
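Test system: U2OS cells stably expressing human melanocortin 4 receptor (MC4R); also added: Melanotan II challenge; compound: 6.5 µM single dose; timing: 30-min compound preincubation, 1-h Melanotan II challenge, 1-h detection, room temperature; signal: Eu-cAMP/anti-cAMP TR-FRET, emission 671 nm; repeats: one well per compound, no replicates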
NCOA2 inhibitor = inhibits human steroid receptor coactivator 2. HEK293 GAL4-SRC2 luciferase reporter, luminescence. 0.17% of 370,000 active. inhibition, % at 9 µM. AID 651957. Q15596;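 active means inhibition above the mean inhibition of all tested compounds plus 3 SD, set per campaign, cut at about 52% in these data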;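 further: 0% = DMSO treated cells and 100% = cells given Gossypol at 36 µM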
H9c2 protect = modulators protecting cardiomyocytes from myocardial damage; protection from H2O2 cell death, % at 20 µM; AID 588492; 0.63% of 360,000 active; H9c2 cardiomyocytes, H2O2 injury protection, ATPLite, 2 h;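 active means compounds giving at least 50% protection of heart cells from peroxide-induced death in the single-dose screen, raw or plate-pattern-corrected value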;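 further: 0% = DMSO wells with peroxide and 100% = DMSO wells without peroxide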
MC4R barr agon = human MC4R agonism via beta-arrestin; P32245; 0.98% of 360,000 active; AID 540308; U2OS MC4R beta-arrestin complementation, luminescence; percent of melanotan II response, DMSO zero; activation, % at 8.9 µM;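 active means activation above a per-plate cutoff, the mean activation of sample wells on that plate plus 3 SD, cut at about 8% in these data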
NOD2-RIPK2 inh = NOD2-RIPK2 protein interaction inhibition; CHO BLA complementation NOD2-RIPK2, CCF4 ratio; O43353; 0.38% of 360,000 active; AID 624267; inhibition, % at 4.98 µM; in the data active means inhibition above about 21%;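 further: 0% = vehicle only and 100% = reference blocker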
TLR9-MyD88 block = blocks human TLR9 binding to MyD88; AID 504734; CHO BLA complementation TLR9-MyD88, CCF4 FRET ratio; Q9NR96+Q99836; 0.21% of 340,000 active; inhibition, % at 4.98 µM;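 active means inhibition above the mean over all tested compounds plus 3 SD, cut at about 21% in these data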;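 further: 0% = DMSO only wells and 100% = clavulanate BLA inhibitor control wells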
HTR2A ag = activates the mouse 5-HT2A serotonin receptor | P35363 | CHO-K1 mHTR2A beta-arrestin complementation, luminescence; percent of 30 µM serotonin response | activation, % at 7.6 µM | 0.66% of 360,000 active;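 active means activation above a run cutoff, the mean activation of all tested compounds plus 3 SD, cut at about 14% in these data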;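 further: 0% = plate median of compound wells and 100% = 30 µM serotonin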
Target sequence (P35363 whole entry, looked up): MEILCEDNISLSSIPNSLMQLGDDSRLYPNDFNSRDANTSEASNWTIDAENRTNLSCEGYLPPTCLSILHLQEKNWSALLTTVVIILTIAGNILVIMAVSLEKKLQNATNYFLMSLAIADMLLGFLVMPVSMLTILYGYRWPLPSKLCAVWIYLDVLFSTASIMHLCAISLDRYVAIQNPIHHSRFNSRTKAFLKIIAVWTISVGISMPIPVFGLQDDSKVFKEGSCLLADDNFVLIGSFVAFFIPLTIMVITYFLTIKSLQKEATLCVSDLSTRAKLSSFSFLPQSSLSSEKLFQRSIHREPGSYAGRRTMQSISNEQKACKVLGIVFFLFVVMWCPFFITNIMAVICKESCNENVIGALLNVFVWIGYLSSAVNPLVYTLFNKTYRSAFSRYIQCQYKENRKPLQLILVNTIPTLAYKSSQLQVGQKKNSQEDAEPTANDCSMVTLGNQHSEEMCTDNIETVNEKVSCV
ABHD5 PLIN5 PPI = inhibitors of human ABHD5-perilipin-5 interaction | Q00G26+Q8WTS1 | Split G. princeps luciferase complementation, luminescence, 4 h | inhibition, % at 4 µM | 0.78% of 360,000 active;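 active means inhibition above the mean inhibition across every tested compound plus 3 SD, cut at about 22% in these data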;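 further: 0% = DMSO only wells and the 100% control is not disclosed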
ABCB6 inh MLPCN = blocks the human ABCB6 transporter | K562-ABCB6 porphyrin accumulation, flow cytometry, 1 h; hits give low values | Q9NP58 | fluorescence ratio to DMSO, % at 10 µM | 0.19% of 360,000 active;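 active means fluorescence ratio to DMSO below 75%, the collection mean minus 3 SD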;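 further: signal is porphyrin accumulated inside mitochondria; 100% equals median channel fluorescence of DMSO control wells; lower ratio means ABCB6 inhibition with less porphyrin fluorescence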
* = called active by the depositor; / = not tested or not shown. Some of the compounds tested; the hit share may differ from the screen's.

SMILES	Glyco luc inh	MC4R antag cAMP	NCOA2 inhibitor	H9c2 protect	MC4R barr agon	NOD2-RIPK2 inh	TLR9-MyD88 block	HTR2A ag	ABHD5 PLIN5 PPI	ABCB6 inh MLPCN
CCc1nc2ccc(C(=O)NC3CCN(Cc4ccccc4)CC3)cn2c1N(CC)CCOC	-3	4	-1	7	4.5	1	/	-15	-6	95
N=C1SC(CC(=O)Nc2ccc([N+](=O)[O-])cc2)C(=O)N1c1ccccc1 (configuration not stated)	-1	-7	-12	-1	-0.7	-1	/	-6	-1	97
Cc1ccc(SCC(=O)OCC(=O)N(CCC#N)c2ccccc2)cc1C	1	9	-5	1	-1.4	-5	-3	-1	4	103
Cc1ccsc1C(=O)N1CCC1(C)C(=O)Nc1ccc2c(c1)OCCO2 (configuration not stated)	0	-4	-22	-2	0.2	-8	/	-1	-5	101
CC(C)C(=O)NC(=S)Nc1ccccc1F	1	-1	-22	0	-0.7	-6	-5	1	-1	99
CN(N=Cc1ccc([N+](=O)[O-])cc1)c1ccccn1	1	-11	-55	-3	-2.2	3	-5	-3	4	99
CC(C)CC(C(=O)OCC(=O)Nc1cccc(Cl)c1)N1C(=O)C2CC=CCC2C1=O (configuration not stated)	1	2	-6	0	1.2	22*	0	-6	-3	97
COC(=O)CS(=O)(=O)c1nnc([C@H](Cc2ccccc2)NC(=O)OC(C)(C)C)o1	-16	2	-10	-36	-1.3	46*	-2	-5	56*	87
COc1ccc(CCN2CC(O)=C(c3nc(C)cs3)C2=N)cc1OC	-3	2	23	2	-1.5	-4	1	1	4	77
Cc1nn(C)cc1S(=O)(=O)Nc1ccc2c(c1)OCCO2	-6	12	-13	-3	-2.2	-1	0	2	4	114
Cc1ccc(CNC(=O)C(=O)NCC2OCCN2C(=O)c2cccs2)cc1 (configuration not stated)	1	4	28	1	-0.3	-7	-15	1	2	99
O=C(COC(=O)/C=C/c1cccc(C(F)(F)F)c1)NC(=O)NCc1ccccc1	0	-3	-2	-4	5.2	5	0	4	2	98
COc1cc(C(=O)Nc2nnc(Cc3ccccc3)s2)cc(OC)c1OC	2	-2	-39	10	-2.3	2	1	-1	-3	94
O=C(Nc1ccc2c(c1)OCCO2)C(c1ccccc1F)n1c(=O)c(-c2ccco2)nc2ccccc21 (configuration not stated)	/	/	-12	/	/	4	/	-6	26*	/
COc1ccc(Cn2c(=O)oc3ccccc32)cc1OC	-2	-1	28	-7	-0.4	-20	-2	0	3	100
Cc1cc(N2CCOCC2)nc2ccc(NC(=S)NCc3ccc4c(c3)OCO4)cc12	3	7	6	-3	0.9	4	11	-3	2	96
O=C(NCCN1CCOCC1)c1ccc2c(c1)N(Cc1ccccc1)CCS2	-3	0	-14	3	-0.5	-1	1	-5	8	94
CCSc1nnc(NC(=O)C2Cc3ccccc3CN2S(=O)(=O)CC)s1 (configuration not stated)	1	15	-2	64*	1.7	3	-3	-6	0	98
CC1=Nc2ccccc2/C1=C/c1sc(=S)n(-c2cccc(C(=O)O)c2)c1O	1	-4	4	-2	5.0	4	-2	-2	13	93
C=CCn1c(SCc2ccc(Cl)cc2)nc2cc(C(=O)N3CCC(C(N)=O)CC3)ccc2c1=O	-3	0	-18	8	-1.5	-2	-5	1	3	91
CN(Cc1ccno1)C(=O)CC1C(=O)NCCN1CC(c1ccccc1)c1ccccc1 (configuration not stated)	0	5	-8	2	-2.4	5	0	2	2	98
CCC(=Nc1ccc(Cc2ccncc2)cc1)c1c(O)n(C)c(=O)n(C)c1=O	-1	2	-1	6	-0.3	-5	-9	3	8	97
O=C(CSc1nc(C2CC2)nc2ccccc12)N1c2ccccc2Sc2ccc(C(F)(F)F)cc21	-1	-3	8	-5	0.3	2	1	1	-4	96
CC1=NN(C(N)=S)C(=O)C1N=Nc1ccccc1O (configuration not stated)	0	-1	-13	3	-0.8	1	9	-14	9	106
O=C(CN1CCCCCC1)Nc1cc(C(F)(F)F)ccc1Cl	-2	16	-9	-5	6.5	9	-7	2	-8	95
COc1ccc(Cc2nnc(NC(=O)c3ccco3)s2)cc1OC	0	-3	-13	-1	-1.5	2	-6	-2	0	86
CCCCn1c(CCC(=O)O)nc2cc(S(=O)(=O)N(CC)CC)ccc21	4	-1	-31	1	-3.5	-5	-1	0	-3	166
CC(CC(=O)N(C)C1CCCCC1)S(=O)(=O)c1ccc2c(c1)NC(=O)CO2 (configuration not stated)	-1	16	10	2	-0.5	4	-10	-1	-9	99
COc1ccc2cc(C(N)=O)c(=Nc3ccc(C)cc3)oc2c1	-10	5	-44	-3	-4.2	2	3	-1	-4	97
O=C(Nc1ccc(NC(=O)c2cccs2)cc1)c1cccnc1	0	8	-27	1	-0.3	-17	0	-2	1	94
Cc1cccc(NC(=O)C2CCCN(C(=O)Nc3ccc(F)cc3)C2)c1C (configuration not stated)	1	4	-7	5	-1.8	-10	-1	7	0	93
CC(C)(C)c1ccc(N2C(=O)Cc3c2nc(N)c(C#N)c3N)cc1	-5	3	-13	-3	2.6	0	3	8	6	100
O=C(c1cccs1)N1CCN(C(=O)C2CCCO2)CC1 (configuration not stated)	1	-3	-49	8	-2.2	2	1	1	-4	104
Cc1cc(SC2CCOC2=O)nc2ccccc12 (configuration not stated)	-2	3	10	12	-1.1	-5	-7	4	2	103
COc1cc(/C=N/N=C(\N)c2nonc2N)cc(OC)c1OC	2	1	-68	1	-1.2	-13	/	-5	1	97
Nc1cc2c(cc1[N+](=O)[O-])-c1ccccc1C2=NO	-1	-12	14	-2	-1.3	11	6	2	-2	110
CCO[C@@H]1OC(C(=O)Nc2ccccc2)=C[C@H](C2CC2)[C@H]1CCCO	1	13	7	-4	1.0	-7	-2	4	-4	98
N#C/C(=C\Nc1ccccc1O)c1nc2ccccc2o1	0	-12	-28	-24	-0.8	11	20	-7	-2	100
CN(CC(=O)Nc1cccc(Cl)c1)S(=O)(=O)c1ccc2c(c1)n(C)c(=O)c(=O)n2C	1	-2	-9	0	-2.4	-10	-1	10	15	99
O=C1c2ccccc2C(=O)N1c1ccccc1	1	21	2	1	0.6	-3	11	2	1	101
Oc1cccc(C=NN=C2c3ccccc3-c3ccccc32)c1	1	3	-19	-8	0.0	4	-4	-6	-6	93
Cc1c(NC(=O)c2ccc3c(c2)OCO3)c(=O)n(-c2ccccc2)n1C	1	-1	1	1	0.6	8	3	-3	-1	91
COC(=O)[C@]1(C)N[C@H](CN(C)C(=O)Nc2ccccc2)[C@@H]2C(=O)N(Cc3ccccc3)C(=O)[C@@H]21	0	6	-19	-3	-0.8	-14	-16	7	7	93
CC1(Br)C(Sc2ccccc2[N+](=O)[O-])=Nc2ccccc21 (configuration not stated)	/	/	-24	/	/	0	/	-7	-12	98
COc1ccc(C#Cc2c(-c3ccsc3)oc3ccc(N4CCOCC4)cc23)cc1	1	-1	-24	-8	0.2	3	-9	-10	-3	104
CCc1ccccc1NC(=O)NC1CC2CCC(C1)N2Cc1cccs1 (configuration not stated)	0	19	-38	2	-0.9	-3	14	-6	-2	100
CCOC(=O)c1ccc(CN(Cc2ccc(C)cc2)S(=O)(=O)c2cccc([N+](=O)[O-])c2)cc1	1	-2	26	-6	-1.6	-5	4	-1	3	96
CC1(C)Cc2c(c(N3CCOCC3)nc3sc(C(=O)Nc4cccc(Cl)c4)c(N)c23)CO1	3	8	-31	31	0.8	0	-1	1	11	102
Cc1ccc2[nH]c(O)c(N=Nc3ccccc3C)c2c1	4	0	3	-2	-0.2	0	-6	2	3	94
CC(=O)c1cccc(NC(=O)C2CCCN(S(=O)(=O)c3cccc4cccnc34)C2)c1 (configuration not stated)	-7	4	12	6	0.6	-15	-2	2	-4	92
Cc1cc(N2CCN(c3ccccc3)CC2)nc(-c2ccccc2)n1	0	-6	17	7	0.3	0	-1	-8	-12	94
COC(=O)C1C2C=CC(C3CC23)C1C(=O)OCC(=O)c1ccccc1 (configuration not stated)	0	-1	8	-1	-1.4	-7	-7	-3	-4	87
Cc1cc(=O)nc2c3ccccc3n(CC(=O)NC3CCCCC3)n12	0	2	-19	7	0.8	-20	-7	1	-3	103
COc1ccc(C(C#N)N2CCC(c3ccccc3)=N2)cc1 (configuration not stated)	2	17	1	-6	-0.6	0	-8	-11	-8	121
O=[N+]([O-])c1cn(-c2nc(-c3ccco3)cc(C(F)(F)F)n2)cn1	3	10	-36	0	0.4	-10	-10	5	-1	91
CCc1nc2c(OCc3cccc(Cl)c3)cccn2c1N(C)C(C)=O	1	-4	-6	0	3.1	5	/	7	11	94
O=C(Nc1nc(-c2ccc(Cl)cc2)cs1)NC1CCCCC1	-4	14	-26	-9	-0.9	7	8	-7	-11	97
O=C(COc1ccccc1Cl)N1CCc2ccccc21	-4	2	-69	-9	-0.2	-2	3	-2	5	101
O=C1NC[C@H](CCCCN2CCN(Cc3ccccc3)C(=O)C2=O)N(CCc2ccccc2)C1=O	/	/	8	/	/	-5	/	1	10	96
CNC(=O)C1CC(=O)N(c2ccc(OCC(=O)Nc3ccc(F)cc3)cc2)C1 (configuration not stated)	0	4	-14	8	1.2	0	9	-3	-1	98
Additional results.
SMILES	Glyco luc inh	MC4R antag cAMP	NCOA2 inhibitor	H9c2 protect	MC4R barr agon	NOD2-RIPK2 inh	TLR9-MyD88 block	HTR2A ag	ABHD5 PLIN5 PPI	ABCB6 inh MLPCN
COCCCNC(=O)c1cc(Sc2nnc(C)s2)nc2ccccc12	-1	26	10	-1	-0.1	3	0	0	-2	107
O=C(Cn1nc(-c2ccccc2)oc1=O)OCC(=O)c1ccccc1	0	2	18	7	-0.5	-1	-10	4	1	94
O=C(Cc1ccc([N+](=O)[O-])cc1)OCc1ccc([N+](=O)[O-])cc1	5	-5	-5	2	-1.0	6	0	0	-3	93
Cc1ccc(N=Nc2c(C)[nH]n(C(N)=S)c2=O)cc1C	-4	6	-43	2	-1.9	0	-2	-4	0	94
O=C(NC1CC1)C1=C[C@H](c2csc3ccccc23)C[C@H](OCc2ccc(CO)cc2)O1	-6	12	-5	-3	-1.9	8	-2	0	-5	96
CC1(C(=O)NS(=O)(=O)c2ccc(Cl)cc2)CCN1C(=O)Cc1cc(F)ccc1F (configuration not stated)	-1	1	-15	3	-1.9	-3	/	-2	0	99
COC(=O)Cc1c(C(=O)OC)nnn1-c1cccc(C(F)(F)F)c1	-3	3	1	9	-1.1	-5	6	-2	-9	100
O=C(Nc1cccc2ccccc12)c1nn(C23CC4CC(CC(C4)C2)C3)cc1[N+](=O)[O-]	-3	7	-9	1	-3.5	-5	-6	-3	0	91

From PubChem BioAssay
